Statin myotox sup: suppressors of statin myotoxicity in C2C12 myotubes, primary screen, cell-based, single point, plate reader | AID 602340, 2012 | C2C12 myotubes + simvastatin, ATP luminescence, 48 h; scaled: DMSO 0, geranylgeraniol control 100 | 0.78% of 330,000 active | rescue of ATP level, % at 7.49 µM;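 active means mean ATP rescue above about 67%, or every replicate alone reaching that limit, limit read from the data, passing the limit was not always enough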;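 further: myotubes were challenged with 10 µM simvastatin during compound exposure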
PglD inh: C. jejuni PglD acetyltransferase inhibitors, primary screen, biochemical, DTNB colorimetric, single point. UDP-N-acetylbacillosamine N-acetyltransferase PglD (Campylobacter jejuni). purified PglD enzyme, DTNB colorimetric CoA detection. inhibition, % at 12.5 µM. 0.098% of 360,000 active. AID 602405, 2012; in the data active means inhibition above about 16%, passing the limit was not always enough; further: strong numbers were not always called active
GSIS activator: GLuc luminescence reporter in INS-1E cells, primary screen for activators of glucose-dependent secretion of insulin; INS-1E GLuc reporter insulin secretion, 2-3 h; activation, % at 16.6 µM; 0.61% of 370,000 active; AID 743287, 2014;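 active means lowest replicate activation of at least 40%, so every replicate reaches that level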;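 further: 0% = median of neutral control wells and 100% = median of IBMX positive control wells; some compounds called inactive have numbers as strong as hits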
FN deposit inh: inhibitors of fibronectin matrix deposition, primary screen, AH1F cells, Alexa488-fibronectin fluorescence, plate reader. inhibition, % at 12.6 µM. 0.086% of 350,000 active. AH1F fibroblasts, overnight. AID 743247, 2014;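 active means mean inhibition across replicates of 30% or more, regardless of how many single replicates reach that level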;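 further: positive control wells lacked labelled fibronectin entirely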
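Material: AH1F fibroblast monolayer depositing Alexa488-labelled fibronectin into matrix | Input: 10000 AH1F cells/well | Medium: DMEM plus 2% serum, read in PBS | Reagent: Alexa488-fibronectin, 24 nM final in well | Compound dosing: One dose per compound, pinned | Schedule: 1 h adhesion, overnight exposure | Measured by: Fluorescence at 485 nm excitation, 525 nm emission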
Cneo AK release: Cryptococcus neoformans cell lysis inducers, primary screen, AK release luminescence, single concentration; 0.2% of 360,000 active; C. neoformans lysis, adenylate kinase release luminescence, 4 h; normalised: neutral wells 0, clomiphene wells 100; lysis activity, % at 15 µM;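 active means mean lysis activity across replicates of at least 80%, whatever share of replicates individually reach that level; inactive means mean lysis activity below 80%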
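Material – Cryptococcus neoformans yeast cells · Quantity – 5 × 10^6 yeast cells/mL · Buffer or medium – YPD medium · Compound – single dose · Timing – 4 h static compound exposure, 37 °C, read 1 h post-reagent · Signal – adenylate kinase release luminescence · Read-out basis – lysis from increased AK signal · Benchmarks – Clomiphene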
PGC1a acetyl inh: inhibitors of PGC1a acetylation signal, primary screen, cell-based, U2OS, AlphaScreen, inhibitor mode. AlphaScreen anti-acetyl-lysine; with virally co-expressed GCN5 acetyltransferase. inhibition, % at 15.6 µM. 0.17% of 350,000 active. AID 651687, 2012;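 active means every replicate shows inhibition of at least 40%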;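 further: 0% = neutral control wells and 100% = positive control wells; some results beyond the cut were filed as inactive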
miR122 inh: miR-122 Renilla sensor signal increase in Huh7, primary screen, miR-122 inhibitor project, cell-based, single point, plate reader; activation (reporter increase), % at 12.5 µM; 0.3% of 340,000 active; AID 602342, 2012; Huh7 miR-122 Renilla luciferase sensor, 48 h; neutral wells = 0, positive control = 100;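 active means mean replicate activation score at least 90 and every replicate individually at or above 90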;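 further: higher luciferase means less miR-122 activity so hits act as miR-122 inhibitors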
F508del corr: F508del CFTR correction, initial screen, CFBE line, single point | CFBE cells, YFP halide quenching; stimulated with forskolin plus potentiator P3; % fluorescence drop versus neutral controls | activity (quench increase), % at 7.58 µM | 0.36% of 350,000 active;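 active means mean added fluorescence quench of at least 8% versus neutral control, with both replicates also reaching 8%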;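 further: cells transiently co-express mutant CFTR-F508del with the halide-sensitive YFP; corrector assay measuring rescue of mutant channel to the surface after 24 h compound exposure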
* hit, by the source's call; / = no result given; [ ] = remark or other dose.

SMILES | Cneo AK release | FN deposit inh | Statin myotox sup | GSIS activator | miR122 inh | F508del corr | PGC1a acetyl inh | PglD inh
C[C@@H]1CCCCO[C@@H](CN(C)Cc2ccc(C(F)(F)F)cc2)[C@@H](C)CN([C@H](C)CO)C(=O)c2cc(NS(=O)(=O)c3ccccc3)ccc2O1 | -9 | 0 | / | -10 | -2[16.7 µM] | 0.6 | 17 | -1
C[C@@H]1CN([C@@H](C)CO)C(=O)c2cc(NC(=O)CCN3CCOCC3)ccc2O[C@H]1CN(C)Cc1ccc(Oc2ccccc2)cc1 | -6 | 15 | 9 | 13 | -6[16.7 µM] | -2.9 | 8 | 3
OC(c1ccc(Cl)cc1)c1ncc(-c2ccc(Oc3ccccc3)cc2)[nH]1 (stereo unspecified) | 0 | / | 8 | -22 | 9 | 0.8 | -5 | 2
Cc1noc(C)c1NC(=O)N(C)C[C@H]1Oc2c(NC(=O)Nc3ccc(F)cc3)cccc2C(=O)N([C@H](C)CO)C[C@@H]1C | 0 | / | 1 | 2 | 8[16.7 µM] | -2.7 | 3 | 1
O=C(CNC(=O)OCc1ccccc1)NC1(C(=O)O)CCCC1 | 0 | 9 | -13 | 4 | -1 | 0.5 | -1 | 1
O=C(C[C@H]1CC[C@@H]2[C@H](COC[C@H](O)CN2Cc2ccc(Cl)cc2)O1)Nc1nccs1 | 0 | -5 | 12 | -15 | -3[16.7 µM] | 2.3 | -6 | -1
Nc1nccnc1C(=O)OCC(=O)C12CC3CC(CC(C3)C1)C2 | 0 | 1 | 33 | 6 | -4 | 0.6 | 1 | -2
Cc1ccc(C2=NS(=O)(=O)N(C)C(C(=O)NCc3ccc(F)cc3)=C2)cc1 | 3 | -1 | -2 | -26 | -1 | -1.8 | -3 | 2
COc1ccc2[nH]c(C(=O)Nc3ccc4c(c3)OCO4)cc2c1 | 6 | 1 | / | / | -1 | -9.2 | 5 | -1
Cc1cccc(-n2nnnc2SCc2csc(-c3ccccc3)n2)c1 | 2 | -4 | 26 | / | -7 | / | -12 | -3
Cc1ccc(S(=O)(=O)Nc2ccc3c(c2)C(=O)N([C@@H](C)CO)C[C@@H](C)[C@@H](CN(C)C(=O)CCC(F)(F)F)OCCCC[C@H](C)O3)cc1 | -8 | -1 | / | -16 | 7[16.7 µM] | -1.6 | 7 | -8
CCCCN(C(=O)COC(=O)c1ccc(C=O)cc1)c1c(N)n(CCC)c(=O)[nH]c1=O | -1 | -2 | -9 | -2 | -8 | 0.0 | 3 | -6
O=C(Cn1c(-c2cscn2)nc2ccccc21)Nc1cc(F)ccc1F | 1 | 0 | 7 | -5 | 8 | / | 4 | 5
Cc1noc(C)c1S(=O)(=O)N(C)C[C@@H]1Oc2ccc(NS(C)(=O)=O)cc2CC(=O)N([C@H](C)CO)C[C@H]1C | 46 | / | -1 | 8 | 0[16.7 µM] | 0.2 | 2 | 1
CC(=O)Nc1ccc(C(=O)COC(=O)CCN2C(=O)C3CC=CCC3C2=O)cc1 (stereo unspecified) | 3 | / | / | 9 | -6 | -1.2 | 2 | -3
COc1cc(OC)c(C(=O)OCC(=O)Nc2cc(C)on2)cc1OC | / | 5 | / | -8 | / | -1.3 | 5 | /
Cc1ccc(S(=O)(=O)NCc2ccccc2)cc1C(=O)N1CCCC(C(F)(F)F)C1 (stereo unspecified) | -1 | / | 15 | -37 | 37 | -4.2 | -2 | -1
C[C@@H]1CN([C@H](C)CO)C(=O)c2cccc(NC(=O)C3CCOCC3)c2O[C@H]1CN(C)Cc1ccc(-c2ccccc2)cc1 | -2 | / | -6 | -43 | 3[16.7 µM] | -1.7 | 13 | -5
O=C(NNS(=O)(=O)c1ccc([N+](=O)[O-])cc1)c1ccc2ccccc2c1O | 1 | -1 | 9 | -54 | 15 | -3.0 | / | -3
COc1ccccc1CNC(=O)COC(=O)Cn1cnc2c1c(=O)n(C)c(=O)n2C | 1 | 15 | 3 | 19 | -3 | 4.2 | / | -4
Cc1nonc1NC(=O)c1ccccc1Br | -1 | / | 42 | / | 2 | / | -1 | 5
O=C1Nc2ccc(Br)cc2C1(O)c1ccccc1 (stereo unspecified) | 1 | -5 | 1 | -5 | 2 | -2.4 | 8 | 4
O=C(c1ccco1)N1CCN(C(=O)C2CC(=O)N(c3ccc(Cl)cc3)C2)CC1 (stereo unspecified) | -1 | -2 | 9 | 18 | -15 | 0.3 | 0 | 0
CNC[C@@H]1OCCCC[C@@H](C)Oc2ccc(NS(=O)(=O)c3ccc(Cl)cc3)cc2C(=O)N([C@@H](C)CO)C[C@H]1C | / | / | -25 | 8 | 0[16.7 µM] | -2.1 | -16 | /
CNc1cc(-c2cccc(OC)c2F)nc2ccnn12 | -2 | -1 | 15 | 24 | -12 | -1.6 | -1 | 2
COc1cccc(S(=O)(=O)Nc2ccc3c(c2)[C@@H]2C[C@@H](CC(=O)N(C)C)O[C@@H](CO)[C@@H]2O3)c1 | 26 | 1 | 2 | 3 | 3[16.7 µM] | 3.4 | 1 | -2
COc1cccc(N2CCN(C(=O)c3ccc(=O)oc3)CC2C)c1 (stereo unspecified) | 1 | / | 3 | / | 1 | / | 0 | 4
O=C(NCC1CCN(Cc2ccc(F)cc2)CC1)C1CCCN(c2ncnc3c2nc2n3CCCCC2)C1 (stereo unspecified) | 1 | -3 | -7 | / | -6 | -0.4 | 4 | -1
COCC(=O)Nc1ccc2c(c1)[C@@H]1C[C@@H](CC(=O)NCc3cccc(F)c3)O[C@@H](CO)[C@@H]1O2 | 4 | 0 | 1 | 4 | 12[16.7 µM] | -0.2 | -6 | -3
C[C@H]1CN([C@@H](C)CO)C(=O)Cc2cc(NC(=O)Nc3ccc4c(c3)OCO4)ccc2O[C@@H]1CN(C)Cc1ccc(C(=O)O)cc1 | 0 | / | 1 | 20 | -2[16.7 µM] | 0.6 | -1 | 2
O=C(COc1ccc(Cl)cc1Cl)N1CCCN(C(=O)COc2ccc(Cl)cc2Cl)CC1 | -1 | 0 | 4 | -25 | 0 | / | 5 | -1
Cc1ccc(S(=O)(=O)NNC(=O)c2sc(NS(=O)(=O)c3ccccc3)nc2C)cc1 | 1 | 0 | 4 | -1 | 1 | 0.0 | -11 | 0
CCC(=O)N(CC)c1nc(-c2cc(OC)ccc2OC)cs1 | 2 | / | -27 | -10 | 0 | 2.3 | 6 | 1
C=CCN1C(=O)C2(OCCCO2)c2cc(CCCC)ccc21 | 1 | 4 | 24 | 5 | -4 | -3.0 | 4 | -2
O=C(NCCCn1ccnc1)c1cc(Cl)cc(Cl)c1 | 0 | 0 | 8 | 16 | / | 2.5 | / | -1
Cc1cc(C(=O)Nc2ccccc2N2CCCCC2)no1 | 1 | 4 | -11 | -14 | -1 | -0.4 | / | 8
Cc1ccc2nc(Nc3ccccc3O)nc(-c3ccccc3)c2c1 | 0 | / | 134* | -15 | -8 | -0.2 | -7 | 4
C[C@@H]1CN([C@@H](C)CO)S(=O)(=O)c2ccc(-c3ccncc3)cc2O[C@H]1CN(C)Cc1cncnc1 | -2 | 9 | -19 | 11 | 0[16.7 µM] | -0.9 | -4 | 1
c1ccc(Nc2ccccc2Nc2ccccn2)nc1 | / | / | 14 | 15 | -7 | 0.4 | 16 | /
Cc1cccc(C)c1-n1nnnc1SCC(=O)N1CCNC1=O | 2 | -1 | -6 | 0 | -1 | -0.3 | 6 | -5
Cc1ccc(C)c(N2CCN(C(=O)CCC(=O)Nc3nnc(CC(C)C)s3)CC2)c1 | -1 | 2 | 33 | -5 | -8 | -1.6 | -26 | -5
O=C(C[C@H]1C=C[C@H](NC(=O)Cc2cccnc2)[C@@H](CO)O1)NCc1ccc2c(c1)OCO2 | 4 | / | 5 | 4 | -3[16.7 µM] | -0.8 | -2 | -2
Cc1c(/C=N/NC(=O)CNc2ccccc2)c2ccccn2c1C(=O)c1ccc(Cl)cc1 | 1 | -1 | / | -30 | 4 | / | 1 | 2
COc1cc(NCc2ccccc2O)c2ncccc2c1 | 1 | 9 | 17 | -26 | / | 1.0 | / | 0
CSc1ccc(CN(C)C(=O)CSCC(=O)Nc2ccc(C)cc2)cc1 | 0 | 5 | -13 | -51 | -2 | 1.0 | -16 | -2
Nc1c(C(=O)CSc2ncccn2)c(=O)[nH]c(=O)n1C1CC1 | 0 | 0 | -2 | 7 | / | -1.2 | / | 3
CN1CCN(C(=O)C(C(=O)c2ccc(F)cc2)n2ccccc2=O)CC1 (stereo unspecified) | -1 | / | / | 10 | -2 | / | 8 | -3
CN1CCN(C(=O)C[C@@H]2CC[C@@H]3[C@H](COC[C@@H](O)CN3C(=O)Nc3cc(Cl)cc(Cl)c3)O2)CC1 | -4 | -1 | -15 | -9 | -4[16.7 µM] | -0.4 | -5 | 7
COc1cccc(S(=O)(=O)N(C)C[C@@H]2Oc3ncc(C#CC(C)C)cc3C(=O)N([C@@H](C)CO)C[C@H]2C)c1 | 0 | -9 | 31 | -16 | -1[16.7 µM] | / | -8 | -4
Cc1c(C(=O)N(CC(C)C)c2c(N)n(Cc3ccccc3)c(=O)[nH]c2=O)sc2nc3n(c(=O)c12)CCC3 | 5 | -2 | 2 | 8 | -7 | -5.3 | 6 | -2

Continuation:
SMILES | Cneo AK release | FN deposit inh | Statin myotox sup | GSIS activator | miR122 inh | F508del corr | PGC1a acetyl inh | PglD inh
CN(C)C(=O)CSc1ccc(S(=O)(=O)N2CCOCC2)cn1 | 1 | -11 | -6 | 2 | -6 | 0.3 | 5 | 0
Cc1ccccc1-c1ccc([C@H]2[C@@H](CO)N3CCCCN(C(=O)Nc4ccc(F)cc4)C[C@H]23)cc1 | 10 | / | / | -18 | -28[16.7 µM] | -0.8 | -8 | 3
O=C(CSc1n[nH]c(-c2ccco2)n1)N1c2ccccc2Sc2ccccc21 | 0 | -7 | 21 | / | 0 | / | / | -2
COc1cccc(C(=O)Nc2ccc3c(c2)C(=O)N(C)C[C@@H](OC)[C@H](C)CN[C@H](C)CO3)c1 | -2 | -15 | -3 | 8 | / | 2.4 | 7 | -1
O=C(C[C@@H]1C[C@H]2c3cc(NC(=O)Nc4ccc(F)cc4)ccc3O[C@H]2[C@@H](CO)O1)NCC1CC1 | -3 | 0 | 3 | -1 | 3[16.7 µM] | -1.3 | / | 6
COC(=O)c1ccc(OCC(=O)c2ccc(O)cc2O)cc1 | -2 | -4 | -5 | / | -1 | / | -4 | 10
Clc1cccc(Cl)c1OCCOCCNCc1ccccc1 | 0 | -10 | 0 | -3 | 24 | 4.2 | / | 5
CCCCc1ccc(NC(=O)c2ccc(NS(C)(=O)=O)cc2)cc1 | -3 | 7 | -46 | 23 | 23 | -4.4 | -11 | -6

Bioassay records as filed in PubChem BioAssay.
